# HIF act – HIF pathway transcriptional activation; U2OS HRE-luciferase reporter, luminescence; normalized: DMSO 0%, desferrioxamine 100%; activation, % at 7.5 µM (by protocol); hit rate 0.32% among 300,000;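 active means mean activation of at least 10% of the iron chelator positive control signal, with at least half of replicates also reaching 10%; inconclusive means mean and replicate majority disagree about reaching 10%; inactive means mean and most replicates under 10%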
# HSP90 inh – inhibitors of HSP90 luciferase refolding in rabbit reticulocyte lysate; luciferase refolding luminescence, 3 h; inhibition, % at 5.6 µM; hit rate 0.91% among 290,000; AID 1789;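 active means inhibition above the screen-wide mean plus 3 SD, computed separately per campaign, cut at about 16% in these data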;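 further: 0% = DMSO wells and 100% = 60 µM geldanamycin wells; inhibitors lower the luminescence because luciferase stays unfolded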
# AI-2 QS modul – Vibrio harveyi AI-2 quorum sensing modulation; hit rate 0.4% among 300,000; activity change, % at 7.5 µM; Vibrio harveyi JMH597 AI-2 luminescence/OD600 ratio, 9 h; hits give low values; strain lacks LuxN and CqsS sensors; 0 = neutral-control median; in the data active means activity change below about -75%, passing the limit was not always enough; inconclusive means no clear call, values can overlap the other calls;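 further: luminescence divided by OD600 gain over 9 h not by final OD600 alone; inactives centre near 13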
# Platelet DG rel – modulates dense granule release in human platelets; human platelet-rich plasma, SFLLRN dense granule ATP release, luminescence; inhibition, %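 (compounds screened at 7.5 µM in platelet-rich plasma)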; hit rate 0.22% among 300,000;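 active means mean replicate score, as percent of positive control, at or above 50; inconclusive means mean below 50 but at least one replicate at or above 50; inactive means mean and every replicate below 50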
# IEC-6 cytotox – IEC-6 cytotoxicity, counter-screen for KLF5 inhibitors; luminescence viability; inhibition, % at 5 µM; hit rate 0.78% among 290,000; in the data active means inhibition above about 22%;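 further: 0% = plate median of test compound wells and 100% = cytotoxic reference compound wells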
# HSF-1 act – increases HSF-1 driven luciferase reporter signal; hit rate 1.7% among 300,000; NIH3T3-HGL HSF-1 luciferase reporter, MG132, 8 h; 100% = twice DMSO control signal; AID 504408; activation, % at 9 µM;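 active means mean replicate activation of at least 50% with a set share of replicates each reaching 50%; inconclusive means only one of those two conditions met; inactive means mean below 50% and too few replicates reaching it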;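 further: 0% = median of the neutral control wells and 100% = twice that signal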
# KLF5 inh – kruppel-like factor 5 inhibition; AID 1700; hit rate 0.23% among 290,000; DLD-1 KLF5 promoter-luciferase reporter, luminescence; inhibition, % at 5 µM;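 active means inhibition above a per-plate limit of that plate's mean compound inhibition plus 3 SD, cut at about 60% in these data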;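 further: 0% = DMSO wells and 100% = LY294002 at 200 µM; higher means less KLF5 promoter-driven luciferase light; inactives centre near -14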
# aSyn UTR inh – MLPCN primary screen, SNCA 5' untranslated region. alpha-synuclein 5'UTR reporter, inhibitor activity. inhibition, % (tested at 7.5 µM). hit rate 0.82% among 300,000. AID 1813; in the data active means inhibition above about 60%; inconclusive means no clear call, values can overlap the other calls;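 further: H4 neuroglioblastoma cells stably carrying SNCA 5'UTR luciferase fusion; 0% = DMSO wells and 100% = positive control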
# HDAC3 inh – blocks human histone deacetylase 3. inhibition, % at 8.3 µM. hit rate 0.15% among 320,000. O15379. AID 2718. recombinant HDAC3, fluorogenic peptide/trypsin coupled, fluorescence; in the data active means inhibition above about 26%, passing the limit was not always enough; inconclusive means no clear call, values can overlap the other calls
# Target sequence (O15379 whole entry, looked up): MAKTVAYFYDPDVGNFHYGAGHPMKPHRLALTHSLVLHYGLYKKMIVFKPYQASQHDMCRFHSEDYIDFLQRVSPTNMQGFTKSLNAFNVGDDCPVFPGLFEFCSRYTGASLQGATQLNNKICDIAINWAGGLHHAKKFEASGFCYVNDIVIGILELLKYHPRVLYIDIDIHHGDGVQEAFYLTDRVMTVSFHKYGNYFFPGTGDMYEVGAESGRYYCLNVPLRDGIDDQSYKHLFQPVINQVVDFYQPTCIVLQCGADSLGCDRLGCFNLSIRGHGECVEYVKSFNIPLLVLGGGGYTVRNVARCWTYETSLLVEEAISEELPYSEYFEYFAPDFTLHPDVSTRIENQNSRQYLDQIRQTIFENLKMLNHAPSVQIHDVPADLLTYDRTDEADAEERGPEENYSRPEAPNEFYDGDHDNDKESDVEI
# HSF1 inh – HSF1 inhibition. NIH3T3-HGL HSE-luciferase, MG132-induced, luminescence 8 h; hits give low values. activity change, negative = inhibition, % at 7.5 µM (by protocol). hit rate 0.77% among 300,000. AID 2098;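 active means more than half of replicate wells show activity change below -50%, luminescence cut by over half; inconclusive means some wells, but at most half, below -50%; inactive means no replicate well below -50%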;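 further: luciferase reports HSF-1 transcriptional activity via heat shock element; 0% = median of DMSO wells and -100% = zero luminescence signal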
# * = called active by the depositor; ? = inconclusive; nt = not tested or not shown.
SMILES,HIF act,HSP90 inh,AI-2 QS modul,Platelet DG rel,IEC-6 cytotox,HSF-1 act,KLF5 inh,aSyn UTR inh,HDAC3 inh,HSF1 inh
CCOC(=O)C[C@H]1c2ccccc2S(=O)(=O)N1c1ccccc1,-0.2,nt,19.5,0.9,nt,-9.3,nt,3.4,-7.7,1.1
COc1ccc(S(=O)(=O)N2CCCCCC2)cc1NC(=O)Cc1ccccc1F,0.1,-3.9,-0.4,-1.2,-4.1,1.1,-18.6,55.7,4.4,-0.9
CC(=O)Oc1ccccc1/C=C/c1nc2ccccc2c(=O)o1,-1.5,31.8*,-21.1,3.2,-2.1,11.5,52.1,65.6*,6.2,-4.6
CCCN1CCC(Oc2cccc(C(=O)NCCc3ccccc3)c2)CC1,1.7,0.4,-0.8,-2.9,1.7,43.0,-112.2,-72.2,6.0,5.5
CCOc1ccccc1NC(=O)CN1CCC(NC(=O)Nc2ccccc2)CC1,0.0,-6.2,13.4,-3.2,-2.6,-20.0,-7.2,7.1,0.3,4.5
CC(=O)c1cc(C#N)c(SCc2ccc(F)cc2)nc1C,1.0,1.5,4.6,1.4,-8.1,42.8,-37.7,-98.2,-1.1,23.9
Cc1ccccc1OCC(=O)Nc1cccc(Cl)c1C,-12.6,4.7,16.3,-7.8,2.9,29.4,-49.4,-41.3,-2.9,7.0
COc1cccc(-c2c(C#N)c(N)nc3c2c(C)nn3-c2ccccc2)c1O,-12.5,-3.3,8.5,-1.4,6.2,62.7*,-42.0,20.9,11.8,52.0
Cc1cc(Cl)ccc1OCC(=O)N1C(C)CCCC1C (stereo not drawn),0.5,-0.1,11.9,-10.5,-1.4,36.3,0.5,-62.3,0.8,17.3
CCC(=Nc1ccccc1O)C1=C(O)CC(c2ccccc2)CC1=O (stereo not drawn),0.4,2.0,-1.7,2.2,4.8,16.6,-7.0,-37.6,0.6,3.3
CC(C)SCCCCOc1ccc2ccccc2c1,2.7,7.0,19.5,-2.1,5.6,27.5,3.2,-112.2,?,10.0
CN(CC(=O)Nc1nc2ccccc2s1)S(=O)(=O)c1ccccc1,1.8,-1.0,1.9,4.2,6.9,6.0,-5.5,-82.7,2.4,-0.4
CN(/N=C/c1cc(Cl)cc(Cl)c1O)c1c(Cl)cccc1[N+](=O)[O-],0.2,-0.4,16.9,-5.9,6.8,10.2,-16.0,-16.2,-1.2,-2.5
N=c1c2ccccc2nc2n1CCCCCCCCCCC2,0.8,nt,7.9,-1.1,nt,-5.7,nt,2.2,-4.2,-11.0
O=C(CCSCc1ccc(Cl)cc1)NC1CCCC1,-0.1,-2.4,5.6,-0.8,-2.0,17.5,-16.3,29.9,11.2,-6.9
CCOC(=O)C1CCN(C(=O)CN2C(=O)C(C(C)C)Oc3ccccc32)CC1 (stereo not drawn),0.7,-2.7,25.9,-29.7,-7.5,-2.6,-23.9,-0.8,-2.3,3.7
CCN(CC)c1ccc(/C=C/C(=O)c2cccnc2)cc1,0.3,-5.0,23.7,0.7,-10.7,0.7,-32.8,-5.9,1.2,-0.1
CCCOc1ccc(CSc2n[nH]c(C)n2)cc1,1.6,5.8,25.7,15.2,-4.1,20.7,-43.2,-18.9,0.5,24.2
CC(=O)N1N=C(c2ccc(C(C)(C)C)cc2)OC1(C)C,-0.1,-0.5,7.4,-9.4,-1.2,15.6,-8.8,15.4,1.2,-6.4
CN(C)C(=O)CCc1nc2sc3c(c2c(=O)[nH]1)CCCC3,0.0,1.1,-2.7,4.9,1.4,27.4,9.1,-2.8,-0.5,4.6
O=C(NCCN1CCN(c2cccc(Cl)c2)CC1)c1ccc(CSc2nc3ccncc3[nH]2)cc1,-0.2,1.2,28.0,4.6,0.1,-44.4,-5.7,-11.8,4.3,-29.6
CCn1ncc(Cl)c1C(=O)Nc1cc(Cl)ccc1Cl,-0.4,-5.1,5.7,4.6,-8.2,8.7,-29.0,7.4,0.7,8.7
COc1ccc(CNc2cccc(C)n2)c(O)c1,-0.4,5.2,13.8,1.8,-2.6,14.5,-23.9,-6.9,7.9,19.2
COc1ccc(-c2c(C)oc3c(CN4CCN(C)CC4)c(O)ccc3c2=O)cc1,-0.3,0.2,21.7,-19.9,2.1,3.8,10.8,-15.9,-42.4,-8.2
Cc1ccc(CNc2ccc(N3CCOCC3)cc2)cc1,2.1,-5.6,nt,-1.8,-1.1,-9.0,-99.3,-107.5,-1.9,-14.0
CCc1ccc(-c2nc(C)c(CCO)c(=O)[nH]2)cc1,-0.4,0.2,31.6,1.8,4.9,3.4,-13.8,-32.4,-1.1,0.1
O=[N+]([O-])c1cc(S(=O)(=O)N2CCCC2)ccc1OCc1ccccc1,0.2,1.2,-7.1,-5.1,2.9,2.4,2.7,12.5,-0.7,0.1
CCOC(=O)c1cnc2c(cnn2C)c1NCCC(O)C(F)(F)F (stereo not drawn),-1.4,0.1,13.4,2.1,1.7,1.1,11.2,25.0,-10.0,-3.3
Cc1cc(NC(=O)c2cccc(S(=O)(=O)N3CC(c4ccccc4)CC3=O)c2)no1 (stereo not drawn),0.2,5.3,17.9,2.8,-0.1,1.6,-11.0,-13.8,-0.7,-3.4
O=C(Nc1ccc(Cl)cc1)Nc1csc([N+](=O)[O-])c1,1.7,1.1,-82.8*,0.1,4.8,84.3*,-16.4,1.1,-2.8,62.8
COCCCn1c2nc3ccccc3nc2c2c(=O)n(Cc3ccc(Cl)cc3)cnc21,-0.5,7.7,33.1,0.0,5.8,-20.0,2.2,36.0,-4.5,0.0
COc1cccc(NC(=O)Cc2cccs2)c1,nt,-2.4,12.6,nt,-6.3,nt,-48.3,nt,-9.7,nt
Cc1ccccc1NC(=O)N1CCCC1C(=O)NCc1cccs1 (stereo not drawn),-0.2,-0.1,3.2,-16.9,-4.3,6.4,-50.4,-5.7,-3.8,-5.5
CCC(C)NC(=O)C1CCN(S(=O)(=O)c2cccs2)CC1 (stereo not drawn),-0.4,0.6,30.1,0.1,1.0,-4.0,-27.9,-9.2,7.7,4.8
CC(=O)Nc1ccc(S(=O)(=O)N2CCN(C(=O)c3ccccc3F)CC2)cc1,nt,1.6,nt,nt,-1.2,nt,-19.4,nt,2.3,nt
CCC(CO)NC(=O)c1cccc(S(=O)(=O)N2c3ccccc3CC2C)c1 (stereo not drawn),0.0,-2.8,14.8,-7.7,-6.4,-8.7,-10.8,24.7,1.0,0.9
Cc1ccc2cc(CN(CC3CCCO3)C(=S)NCc3ccco3)c(=O)[nH]c2c1C (stereo not drawn),nt,2.4,16.0,-0.6,-2.7,nt,-21.9,47.4,nt,nt
Fc1ccc2nc(C(F)(F)F)cc(N3CCOCC3)c2c1,0.7,-2.4,21.5,-1.5,-2.1,-14.2,-35.5,28.9,4.5,-8.4
CCCCOc1ccc(Cl)cc1Nc1nc(NCCO)nc(N2CCCC2)n1,1.2,nt,-2.0,0.6,nt,-2.7,nt,-7.3,1.1,-1.1
CC1CCN(c2ccc(C(=O)Nc3ccc4c(c3)OCO4)cc2[N+](=O)[O-])CC1,0.5,4.6,18.4,9.3,6.3,3.9,-16.4,-6.1,2.5,12.2
COCCCNC(=O)Cc1c(C)c2c(cc(C)c3c(C)c(C)oc32)oc1=O,-1.0,1.2,6.6,4.3,5.8,-6.7,-10.1,15.2,nt,-8.1
CC1CCN(S(=O)(=O)c2ccc(NC(=O)C3CC3)cc2)CC1,0.4,2.0,9.1,7.1,8.7,-14.3,12.5,7.1,-0.6,-5.9
Cc1ccc2oc(C(=O)N3CCN(CCO)CC3)c(C)c2c1,1.4,-2.1,-2.0,10.1,1.6,6.4,-26.6,-12.4,7.1,3.7
COCCCNCCCOc1ccc(Cl)cc1Br,1.9,1.3,5.1,2.2,0.7,-5.6,9.3,18.4,-8.6,-9.1
COc1ccc(NS(=O)(=O)c2cccs2)cc1S(=O)(=O)N1CCOCC1,-0.7,-0.1,nt,-3.0,-10.5,3.7,-7.9,2.2,-6.0,-6.1
Cc1ccc(C(=O)NC(=S)Nc2ccc3[nH]c(=O)[nH]c3c2)cc1,0.5,-0.2,17.3,9.2,-1.3,-13.4,-14.1,2.6,-3.1,-6.8
COc1ccc(C2=CC(c3ccc(OC)c(OC)c3)NC(=S)N2)cc1 (stereo not drawn),0.1,0.8,5.4,nt,-5.0,-18.1,3.3,2.3,6.6,-7.9
CCNC(=O)NCc1c(C)c(C)n(Cc2ccccc2)c1-n1cccc1,0.8,2.6,6.1,-3.1,5.5,7.6,0.9,9.9,0.2,-3.4
Cc1ccc(NCc2cccnc2)cc1,0.4,-0.8,7.7,-19.7,-6.7,-0.8,-9.6,0.7,4.7,1.8
O=C1c2cccc(OCc3ccc(F)cc3)c2CCN1Cc1ccccc1,-0.3,-0.1,21.2,-0.4,13.3,-20.3,8.9,27.5,3.7,-15.1
O=C(O)c1ccc(-c2ccccn2)s1,0.1,7.2,19.6,-2.2,0.7,17.6,-34.6,-37.4,1.2,5.8
CC(=O)Nc1ccc(N2CCCC2)cc1,-0.1,-0.2,6.0,-5.6,-5.0,2.3,-26.3,-27.3,4.9,-0.9
CCN(Cc1cnn(C)c1)C(=O)CC1C(=O)NCCN1Cc1cccc(OC)c1OC (stereo not drawn),-0.1,0.2,7.0,-4.0,-7.3,-38.8,-10.1,8.3,1.8,-22.3
C=CCN(CC=C)S(=O)(=O)c1ccc(NC(=S)NC(=O)/C=C/c2ccccc2)cc1,-0.6,0.5,27.6,-6.4,-8.7,0.1,1.1,-56.8,0.0,-2.2
CCOc1ccc(NC(=O)Cn2c(=O)n(CC3CCCO3)c(=O)c3ccccc32)cc1 (stereo not drawn),-0.5,1.3,26.8,-2.5,4.0,3.7,-9.2,-0.4,6.9,-5.9
CCOC(=O)Cn1cnc2c(nnn2-c2ccccc2)c1=O,-0.1,-1.8,18.4,-0.2,-3.7,7.2,-18.6,-4.1,0.8,1.1
CCCCN(C)C(=O)c1cc2cc3ccc(OC)cc3nc2s1,-0.5,29.9*,28.8,1.1,7.6,33.8,-66.0,-4.3,7.3,5.7
COc1ccc(-c2noc(N3CCC(C(=O)NCc4ccc(Cl)cc4)CC3)n2)cc1,0.2,-1.1,20.6,-2.4,-2.8,4.4,-40.1,-3.2,-3.1,0.4
Cc1ccc(C(=O)NCC(=O)O)o1,0.0,0.0,16.0,-1.7,-4.7,-10.9,-14.7,2.0,5.0,-0.2
COc1ccc(N(C(=O)/C=C/C(=O)Nc2cc(C)on2)C(C(=O)NC2CCCC2)c2ccccc2C)cc1 (stereo not drawn),-0.2,5.9,5.4,6.3,-6.2,14.5,2.3,-22.6,5.8,13.6

# Fetched one by one from above (2):
SMILES,HIF act,HSP90 inh,AI-2 QS modul,Platelet DG rel,IEC-6 cytotox,HSF-1 act,KLF5 inh,aSyn UTR inh,HDAC3 inh,HSF1 inh
CN(CC(=O)Nc1nc2ccccc2s1)S(=O)(=O)c1ccccc1,1.8,-1.0,1.9,4.2,6.9,6.0,-5.5,-82.7,2.4,-0.4
Cc1cc(NC(=O)c2cccc(S(=O)(=O)N3CC(c4ccccc4)CC3=O)c2)no1 (stereo not drawn),0.2,5.3,17.9,2.8,-0.1,1.6,-11.0,-13.8,-0.7,-3.4

# Screening data: PubChem, several laboratories
